GCN5L2 inh = GCN5L2 (KAT2A) acetyltransferase inhibition | Potency, µM (series often up to 58.9 µM), without a hit: at the highest dose activity change, negative = inhibition, actives largely listed as inhibitors | GCN5L2 HAT assay, ThioGlo1 CoA-SH fluorescence | Q92830 | hit rate 0.21% among 390,000 | AID 504327
Target sequence (Q92830 whole entry, looked up): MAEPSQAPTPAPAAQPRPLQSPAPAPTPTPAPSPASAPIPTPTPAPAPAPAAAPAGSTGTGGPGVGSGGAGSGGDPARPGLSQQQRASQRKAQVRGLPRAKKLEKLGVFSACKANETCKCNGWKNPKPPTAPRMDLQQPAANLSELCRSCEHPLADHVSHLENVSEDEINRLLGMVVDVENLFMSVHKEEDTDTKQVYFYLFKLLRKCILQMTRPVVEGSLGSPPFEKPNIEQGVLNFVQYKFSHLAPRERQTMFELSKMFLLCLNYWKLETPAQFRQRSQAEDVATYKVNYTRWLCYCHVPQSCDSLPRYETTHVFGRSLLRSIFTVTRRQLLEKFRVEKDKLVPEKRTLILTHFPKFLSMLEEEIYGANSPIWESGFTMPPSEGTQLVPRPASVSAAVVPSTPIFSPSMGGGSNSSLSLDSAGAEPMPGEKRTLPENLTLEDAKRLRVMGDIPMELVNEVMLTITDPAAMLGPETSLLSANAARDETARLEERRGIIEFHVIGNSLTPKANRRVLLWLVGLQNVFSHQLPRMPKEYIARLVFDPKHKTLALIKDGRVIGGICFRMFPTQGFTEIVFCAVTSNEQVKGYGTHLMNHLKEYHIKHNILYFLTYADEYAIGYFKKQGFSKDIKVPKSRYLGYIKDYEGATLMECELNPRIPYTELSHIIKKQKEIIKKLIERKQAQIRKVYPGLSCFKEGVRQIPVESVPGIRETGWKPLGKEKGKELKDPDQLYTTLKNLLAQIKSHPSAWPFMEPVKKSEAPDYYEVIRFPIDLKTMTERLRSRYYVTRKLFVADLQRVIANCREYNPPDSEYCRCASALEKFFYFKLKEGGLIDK
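Compounds, pin-transferred from DMSO stocks, meet 20nM GCN5L2 for 15 min before the reaction begins with H3(1-25) peptide (75uM) and acetyl-CoA (70uM). Thiol-reactive ThioGlo1 reports CoA release over 20 min at room temperature.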
TDP1 cell noCPT = qHTS for Inhibitors of human tyrosyl-DNA phosphodiesterase 1 (TDP1): qHTS in cells in absence of CPT; DT40 Tdp1-/- hTDP1 cells, no CPT, ATP luminescence, 48 h; Potency, µM (highest dose often 46.2 µM), for the others: at the highest dose activity change, negative = growth inhibition, actives largely listed as inhibitors; hit rate 15% among 420,000; note: nearly all actives have a fitted effect of over 55% in size
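Cells were dispensed at 400 per well, compounds added by pin tool, plates incubated ≥48 hr at 37 °C, then CellTiter-Glo added for 30 min at room temperature before luminescence reading. Line: DT40 Tdp1-/- complemented with hTDP1; camptothecin omitted.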
DT40 TDP1 CPT = growth inhibition of DT40 Tdp1-/-;hTDP1 cells with camptothecin (screen for TDP1 inhibitors). hit rate 12% among 420,000. Potency, µM (doses to about 46.2 µM), inactives show top-dose activity change, negative = growth inhibition, most hits filed as inhibitors. chicken DT40 Tdp1-/-;hTDP1 cells + 20 nM CPT, ATP luminescence, 48 h; note: nearly all actives have a fitted effect of over 55% in size
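Chicken DT40 Tdp1-/- cells complemented with human TDP1, 400 cells/well, exposed to compounds plus 20 nM camptothecin for at least 48 h at 37 C; viability read as ATP content by CellTiter-Glo luminescence.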
* = called active by the depositor; ? = inconclusive; nt = no result given; [ ] = remark or other dose. Calls come from the whole dose curve; as a rule, active = well fitted curve in the direction sought with a large enough effect; inconclusive = small, poorly fitted or top-dose-only effect, or another doubt; inactive = no such curve, though single readings can be large; an effect the other way counts as inactive or inconclusive. % is set by controls: 0 for no effect and ±100 for the full control effect; potency is the fitted concentration of half-maximal effect. Outcome played no part in choosing rows; overall some 18% were active at least once.

The opening three records as a preview:
SMILES	GCN5L2 inh	TDP1 cell noCPT	DT40 TDP1 CPT
COc1ccc(-c2cc(C(=O)N/N=C(\C)c3ccco3)c3ccccc3n2)c(OC)c1	-7%	?	?
Clc1ccc(CNCc2cccs2)c(Cl)c1	3%	-28%	?
CCOC(=O)C1=C(c2ccccc2)c2ccccc2N(S(=O)(=O)C(F)(F)F)C1C(=O)OCC (stereo unspecified)	-14%	?	?

Main list, from the first entry:
SMILES	GCN5L2 inh	TDP1 cell noCPT	DT40 TDP1 CPT
COc1ccc(-c2cc(C(=O)N/N=C(\C)c3ccco3)c3ccccc3n2)c(OC)c1	-7%	?	?
Clc1ccc(CNCc2cccs2)c(Cl)c1	3%	-28%	?
CCOC(=O)C1=C(c2ccccc2)c2ccccc2N(S(=O)(=O)C(F)(F)F)C1C(=O)OCC (stereo unspecified)	-14%	?	?
COc1cnc(-c2ccccn2)nc1Sc1ccc(F)cc1	-13%	0.52µM*	0.58µM*
COc1ccc(C2SCCN2C(=S)Nc2ccc(F)cc2)cc1 (stereo unspecified)	2%	?	?
CCC(C)N(NC(C)=O)c1nc(Cl)nc(NC(C)(C)C)n1 (stereo unspecified)	5%	-9%	-12%
COCCN(CCOC)S(=O)(=O)c1ccc(C(=O)Nc2c(C)n(C)n(-c3ccccc3)c2=O)cc1	-4%	3%	1%
COc1ccccc1N(C)S(=O)(=O)c1ccc(C(=O)NC(C)c2ccccc2)cc1 (stereo unspecified)	3%	?	?
CN(CC(=O)Nc1cccc(F)c1)C(=O)C1CSC2(C)CCC(=O)N12 (stereo unspecified)	-4%	-4%	5%
Cc1ccc(N(C)C(CNS(=O)(=O)c2ccccc2)c2ccccc2)cc1 (stereo unspecified)	-11%	?	?
CCOC(=O)c1c(C)[nH]c(C)c1S(=O)(=O)N(C)CC(=O)Nc1ccc(C)cc1C	3%	-25%	-15%
O=C1Nc2ccccc2C1C(C[N+](=O)[O-])c1ccccc1 (stereo unspecified)	-3%	-5%	11%
CCc1ccc(C(CNc2nc(C(F)(F)F)nc3ccccc23)N(C)C)cc1 (stereo unspecified)	-14%	18µM*	16µM*
COc1ccc(CN2CCCC(C(=O)N3CCCCC3)C2)cc1 (stereo unspecified)	1%	-16%	1%
Cc1cc(OC(=O)C2CC2)c([N+](=O)[O-])c(=O)[nH]1	-6%	16%	40%[activator]
CCc1ccc(OCC(=O)Nc2ccc3oc(=O)ccc3c2)cc1	-3%	3%	11%
COC(=O)c1ccc(Oc2nc(NC(C)C)nc(N(C)C)n2)cc1	-2%	-20%	?
COc1ccc(-c2ccc(-c3noc(-c4cc(OC)cc(OC)c4)n3)c(OC)n2)cc1	-6%	-17%	-3%
Cc1ccc(C2(C)NC(=O)N(CC(=O)NC(=O)NC(C)C)C2=O)cc1 (stereo unspecified)	2%	2%	11%
C=CCc1c(C)nc2nc(SCC(=O)Nc3ccc(C)c(C)c3)nn2c1C	-5%	-104%	?
COc1cccc(C(=O)Nc2cccc(-c3ccc(N4CCOCC4)nn3)c2)c1OC	-4%	23µM*	?
COc1cc(=O)n2c(c1C(=O)NC(C)c1ccco1)CCN(C(=O)c1cccc(C)c1)CC2 (stereo unspecified)	nt	9%	1%
CS(=O)(=O)c1ccc(Cl)c(NC(=O)CN2CCN(S(=O)(=O)/C=C/c3ccccc3)CC2)c1	nt	3.3µM*	?
O=C(C1CCCN(S(=O)(=O)c2cccc3cccnc23)C1)N1CCN(c2ccccc2F)CC1 (stereo unspecified)	-8%	15µM*	23µM*
CCNC(=S)N/N=C/c1ccc(C#N)cc1	-6%	?	-83%
Cc1cccc(NC(=O)CC2NC3CCCCC3NC2=O)c1 (stereo unspecified)	-4%	-14%	0%
C[C@H](NC(=O)c1nc[nH]c1C(=O)N[C@@H](Cc1ccccc1)C(=O)OCc1ccccc1)C(=O)OCc1ccccc1	?	23µM*	?
CC(=O)Nc1ccc(Nc2ccc(S(=O)(=O)C(F)(F)F)cc2[N+](=O)[O-])cc1	-3%	21µM*	?
O=C(Cn1nnc(-c2cccs2)n1)N1c2ccccc2Sc2ccc(C(F)(F)F)cc21	nt	0%	-10%
COc1c(O)ccc(/C=N/NC(=O)c2ccc3c(c2)OCCO3)c1[N+](=O)[O-]	1%	8%	-7%
Cc1ccc2c(c1)S/C(=C/c1ccc[n+](CCO)c1)N2C	-24%	1.2µM*	0.65µM*
COc1ccc(C(=O)CCC(=O)N2CCN(c3cccc(Cl)c3)CC2)cc1	?	23µM*	16µM*
CCOC(=O)[C@H]1[C@H]2COc3ccc(OC)cc3[C@@H]2N2C(=O)c3ccc(F)cc3NC(=O)[C@@]12C	0%	-17%	-3%
Cc1cccc(C)c1NC(=O)CSc1nnc(C)n1CC1CCCO1 (stereo unspecified)	-6%	?	?
CC(C)C(NS(=O)(=O)c1ccccc1)C(=O)NC1CCCC1 (stereo unspecified)	1%	2%	-13%
O=C(Cc1ccc(F)cc1)N[C@@H]1c2ccccc2CC[C@@H]1OCc1ccccc1	0%	-8%	-19%
Cc1cc(C)c(S(=O)(=O)NCCC2CCCN2C)c(C)c1 (stereo unspecified)	-3%	4%	-28%
CC(C)=CCN1CCN(Cc2ccc(C)s2)CC1CCO (stereo unspecified)	-9%	2%	-1%
Cc1ccc(C2N3CC4(C)CN2CC(c2ccccc2)(C3)C4=O)cc1 (stereo unspecified)	1%	?	?
CC(C)=CC(=O)OCC(=O)Nc1cc(C)cc(C)c1	-22%	-22%	14%

Entries of single compounds as entered above. Order of values: GCN5L2 inh	TDP1 cell noCPT	DT40 TDP1 CPT
Profile of CCOC(=O)[C@H]1[C@H]2COc3ccc(OC)cc3[C@@H]2N2C(=O)c3ccc(F)cc3NC(=O)[C@@]12C = 0%	-17%	-3%
Profile of O=C(Cn1nnc(-c2cccs2)n1)N1c2ccccc2Sc2ccc(C(F)(F)F)cc21 = nt	0%	-10%
Profile of CC(=O)Nc1ccc(Nc2ccc(S(=O)(=O)C(F)(F)F)cc2[N+](=O)[O-])cc1 = -3%	21µM*	?
Profile of Cc1ccc2c(c1)S/C(=C/c1ccc[n+](CCO)c1)N2C = -24%	1.2µM*	0.65µM*
Profile of Cc1cc(C)c(S(=O)(=O)NCCC2CCCN2C)c(C)c1 (stereo unspecified) = -3%	4%	-28%

Next part
SMILES	GCN5L2 inh	TDP1 cell noCPT	DT40 TDP1 CPT
O=C(c1ccc(F)cc1)N(c1ccccn1)C1CCCCC1	-2%	?	-22%
COc1ccc(/C=C/C(=O)NCC(=O)N/N=C(\C)Cc2ccccc2)cc1	-3%	-3%	17%
CN(C)c1ccc(CCc2ccc(N)cc2)cc1	nt	-22%	11%
O=C(/C=C/c1ccccc1)Nc1sc2c(c1C(=O)O)CCC2	-6%	-12%	?
C[C@H](c1ccccc1)N1C[C@H](COCc2ccccc2)Oc2cc(N3CC[C@H](O)C3)ccc2S1(=O)=O	nt	?	?
CC1CCN(c2nc3c(S(=O)(=O)c4ccccc4)nnn3c3ccsc23)CC1	1%	-11%	-7%
Cc1cc(C)c2c(NC(=O)CCl)nn(C)c2n1	-10%	12µM*	13µM*
CCOc1ccccc1-n1c(SCC(=O)Nc2ccccc2C(=O)O)nc2ccccc2c1=O	-14%	?	?
Cc1ccccc1CNC(=O)c1csc([C@@H]2C[C@H](O)[C@@H](CO)O2)n1	nt	-10%	-4%
COc1cc(OC)cc(-c2cc3nc4c(c(N5CCN(c6ncccn6)CC5)n3n2)CCCC4)c1	-3%	23µM*	?
CCn1cc(C(=O)NC(=S)Nc2ccccc2[N+](=O)[O-])cn1	-5%	-1%	-9%
NNC(=O)CS(=O)(=O)CS(=O)(=O)CC(=O)NN	-1%	-15%	18%
COc1cccc(/C=C(\CC(=O)O)c2nc3ccccc3s2)c1	-7%	-23%	-16%
O=C(NNC(=S)Nc1ccc(Cl)cc1)c1cccs1	-4%	-29%	-15%
CCSc1ccc([C@@H]2[C@H]3C(=O)N(C)C(=O)[C@H]3[C@]3(C(=O)OC)CCCCN23)cc1	-9%	16µM*	?
COc1cc(SC)ccc1C(=O)Nc1cccc(C2OCCCO2)c1	-4%	?	-28%
Cc1cc(=O)[nH]c(N2CCN(c3ccc(Cl)cc3)CC2)n1	nt	?	3%
CNC(=O)CNC(=O)Nc1ccc(C)cc1	-7%	2%	-7%
COc1ccc(OC)c(C(=O)N2CCc3c(cnc(C)c3CNS(=O)(=O)N(C)C)C2)c1	nt	-11%	6%[9.04 µM]
CCN(CC)S(=O)(=O)c1ccc(N2CCN(S(=O)(=O)c3ccccc3)CC2)nc1	-6%	?	-14%

By substructure, those above with a furan ring, fused or not (2)
SMILES	GCN5L2 inh	TDP1 cell noCPT	DT40 TDP1 CPT
COc1ccc(-c2cc(C(=O)N/N=C(\C)c3ccco3)c3ccccc3n2)c(OC)c1	-7%	?	?
COc1cc(=O)n2c(c1C(=O)NC(C)c1ccco1)CCN(C(=O)c1cccc(C)c1)CC2 (stereo unspecified)	nt	9%	1%

Additional structures follow:
SMILES	GCN5L2 inh	TDP1 cell noCPT	DT40 TDP1 CPT
Cn1cnc([N+](=O)[O-])c1NCc1ccccc1	-3%	-3%	3%
CCOc1ccccc1NC(=O)CSc1n[nH]c(=O)n1-c1ccccc1	nt	?	?
CCn1cc(/C=C/C(=O)Nc2c(C)nn(Cc3ccccc3)c2C)cn1	-4%	9.2µM*	?
CCOCCCNC(=O)Cc1c(C(=O)O)[nH]c2ccc(Cl)cc12	0%	5%	-1%
Cc1cc2c(NC(=O)Nc3ccccc3)cccc2nn1	-8%	?	-23%
O=C(Nc1ccccc1F)c1nc(SCc2ccc(F)cc2)ncc1Cl	-9%	?	-18%
COc1ccc([N+](=O)[O-])cc1NC(=O)CC(c1ccccc1)c1ccccc1	30%[activator]	?	?
COc1ccc(C(=O)NCc2ccc3c(c2)OCO3)cc1S(=O)(=O)N1CCCC1	-1%	1%	-4%
COc1cccc(N2CCN(C(=O)C3CCC(=O)N(C4CCCCCC4)C3)CC2)c1 (stereo unspecified)	0%	18µM*	15µM*
COc1ccccc1NC(=O)CSc1nc(O)cc(=O)n1C	0%	0%	0%
Cc1cccc(C)c1NC(=O)CSc1nnnn1-c1ccc(C(=O)O)cc1	0%	-2%	-4%
O=Nc1c(-c2ccccc2)[nH]n(-c2ccccc2)c1=O	-9%	?	3%
Cc1ccc(C(=O)OCC(=O)N2CCNC2=O)c(C)c1	-1%	0%	13%
O=[N+]([O-])c1cc([N+](=O)[O-])c(Oc2ccc(Br)cc2Br)cc1NN1CCCCC1	-5%	?	?
CCOC(=O)c1sc2cccc(F)c2c1S(=O)(=O)Nc1ccccc1F	1%	6%	-2%

Reprinted at random: two records from the list, in no set order.
SMILES	GCN5L2 inh	TDP1 cell noCPT	DT40 TDP1 CPT
COc1ccc([N+](=O)[O-])cc1NC(=O)CC(c1ccccc1)c1ccccc1	30%[activator]	?	?
COc1cccc(N2CCN(C(=O)C3CCC(=O)N(C4CCCCCC4)C3)CC2)c1 (stereo unspecified)	0%	18µM*	15µM*

Compound activity from PubChem.
